Mcl1-Bid inh: disrupts binding of human Mcl-1 to Bid peptide | TR-FRET Mcl-1/Bid-Dy647 peptide binding, 1536-well | inhibition, % at 21.7 µM | hit rate 0.97% among 220,000;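 active = compounds that cut the binding signal by more than half at the single screening dose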;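 note: His-tagged Mcl-1 with europium anti-His antibody binding Bid BH3 peptide; 0% = Mcl-1 plus peptide wells and 100% = peptide-only wells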
Target sequence (Q07820 whole entry, looked up): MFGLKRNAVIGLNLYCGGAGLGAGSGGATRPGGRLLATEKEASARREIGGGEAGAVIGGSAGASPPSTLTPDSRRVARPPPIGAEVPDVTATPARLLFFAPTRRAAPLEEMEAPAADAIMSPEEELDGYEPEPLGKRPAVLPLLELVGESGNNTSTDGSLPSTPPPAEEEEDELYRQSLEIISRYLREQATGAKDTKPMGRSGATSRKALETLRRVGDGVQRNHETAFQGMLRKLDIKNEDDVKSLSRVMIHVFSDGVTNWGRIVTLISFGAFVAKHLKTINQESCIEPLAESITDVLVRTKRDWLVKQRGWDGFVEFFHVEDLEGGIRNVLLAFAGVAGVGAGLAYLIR
RGS7-Gao reg: human RGS7-Galphao interaction regulation | Multiplexed bead flow cytometry, RGS7-Galphao binding; actives lie on both sides | binding response (% of control), % at 10 µM | hit rate 0.35% among 220,000 | AID 1439; in the data active = binding response below about 49% or above about 150%; inconclusive = no clear call, values can overlap the other calls; inactive = in between;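 note: fluorescent Galphao held in activated GDP-AlF4 state binding bead-coupled RGS7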
Target sequence (P09471 whole entry, looked up): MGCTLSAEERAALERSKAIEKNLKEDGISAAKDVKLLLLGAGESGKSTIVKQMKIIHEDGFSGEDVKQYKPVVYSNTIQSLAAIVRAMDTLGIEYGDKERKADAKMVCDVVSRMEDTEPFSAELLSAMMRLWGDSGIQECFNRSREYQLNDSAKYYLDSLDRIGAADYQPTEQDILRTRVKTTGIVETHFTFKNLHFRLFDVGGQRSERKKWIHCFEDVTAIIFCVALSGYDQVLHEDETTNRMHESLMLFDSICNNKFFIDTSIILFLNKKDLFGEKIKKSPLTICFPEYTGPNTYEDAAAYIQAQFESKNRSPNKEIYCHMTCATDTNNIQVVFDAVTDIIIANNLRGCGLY
RGS8-Gao: human RGS8-Galphao interaction regulation; hit rate 0.34% among 220,000; response (percent of control binding), % at 10 µM; multiplexed bead flow cytometry, RGS8-Galphao binding; actives lie on both sides; in the data active = response below about 60% or above about 140%; inactive = in between;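 note: Galphao activated as the GDP aluminium fluoride complex binding bead-coupled RGS8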
RGS4-Gao reg: human RGS4-Galphao interaction regulation | P09471 | Multiplexed bead flow cytometry, RGS4-Galphao binding; actives lie on both sides | binding response (% of control), % at 10 µM | hit rate 0.33% among 220,000; in the data active = binding response below about 49% or above about 150%; inactive = in between;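 note: fluorescent Galphao activated with aluminum fluoride binding bead-coupled RGS4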
The depositor's hits bear a star; ? = inconclusive.

SMILES	Mcl1-Bid inh	RGS7-Gao reg	RGS8-Gao	RGS4-Gao reg
CCOC(=O)c1sc(NC(=O)c2cccc(S(=O)(=O)N3CCc4ccccc43)c2)c(C#N)c1C	-33	?	94	92
CCn1c(SCC#N)nc2ccccc2c1=O	-9	?	104	100
O=[N+]([O-])c1cc(Cl)cc(/C=N/NC(=S)Nc2cc(S(=O)(=O)N3CCOCC3)ccc2Cl)c1O	91*	?	97	101
COC(=O)c1ccc(C23CC4(C2)[C@H](CN(Cc2ccc(C(F)(F)F)cc2)[C@@H]4c2ccccc2)C3c2ccc(Cl)nc2)cc1 (stereo not given in full)	-71	?	97	95
CC(C)N1CCN(Cc2cnc(-c3ccccc3)s2)CC1CCO (stereo not given)	-27	?	102	106
O=C(NCc1ccc(Cl)cc1)C1CCC(CNc2c(N3CCCC3)c(=O)c2=O)CC1 (stereo not given)	-36	?	101	100
O=C(NC1=NCCS1)c1cc(-c2cccs2)nc2ccccc12	-93	?	99	96
CCOc1ccc(N2C(=O)S/C(=C\c3ccc(O)c(OCC)c3)C2=O)cc1	-33	?	102	109
COc1cccc(-c2nc(-c3ccc(Br)o3)no2)c1	3	?	102	104
O=C(O)[C@H](Cc1ccccc1)NC(=O)N1CCC(Cc2ccccc2)CC1	-6	?	102	101
COC(=O)[C@H](Cc1ccccc1)NC(=O)N(C)Cc1ccccc1	-10	?	101	103
CCN(CC)C(=S)SCC(=O)Nc1ncc2c(n1)CCCC2=O	-23	?	99	101
Oc1ccc(C2C=C(c3ccc(F)cc3)Nc3ncnn32)cc1 (stereo not given)	-20	?	96	94
COc1cc(O)c(C(CCN2CCCC(C)C2)c2ccc(N(C)C)cc2)c(OC)c1 (stereo not given)	-82	?	110	117
COc1cccc(N=Cc2nc(-c3ccccc3)oc2OC(C)=O)c1	-20	?	102	103
CC(=O)Nc1ccc(/C=N/NC(=O)c2cc(-c3ccco3)nc3ccccc23)cc1	-21	?	101	101
O=C1NCCN/C1=C\C(=O)c1ccc(Cl)cc1	-23	?	101	101
CC(C)(C)c1csc(CS(=O)(=O)c2ccccn2)n1	-7	?	100	102
O=C(O)COc1ccccc1/C=N/NC(=O)CSc1nc2ccccc2n1Cc1ccccc1	-9	?	101	103
Cc1cc(C)nc(N2CCC(C(=O)NNC(=O)c3ccc(Cl)cc3)CC2)n1	-51	?	109	105
CCOc1cc(NC(=S)NC)c(OCC)cc1NC(=O)c1cccs1	-153	?	97	96
Cn1cc(Br)c(-c2cccc(N3C(=O)CC(C)(C)CC3=O)c2)n1	38	?	89	83
N/C(=N\OC(=O)Nc1ccccc1)c1ccno1	-19	?	103	97
CCN1C(=O)C(CC(=O)Nc2ccc(Cl)cc2)N(NC(=O)c2ccncc2)C1=S (stereo not given)	-31	?	100	100
O=[N+]([O-])c1ccc(OC(F)F)c(/C=N/n2cnnc2)c1	-13	?	102	101
The list goes on.
SMILES	Mcl1-Bid inh	RGS7-Gao reg	RGS8-Gao	RGS4-Gao reg
CCOc1ncccc1C(=O)Nc1ccc(S(=O)(=O)Nc2nccs2)cc1	-37	?	103	105
OCCN1CCN(c2cc(C(F)(F)F)nc3c(F)cccc23)CC1	4	?	11*	-9.0*
CN(C)c1ccc(C(=O)NNC(=O)c2ccc(Cl)cc2)cc1	-28	?	105	105
COc1ccc(CCNC(=O)c2cc(-c3cc(C)cc(C)c3O)n[nH]2)cc1OC	-56	?	96	89
O=C(CSc1nnc2n1CCCN2)c1ccc([N+](=O)[O-])cc1	-49	?	104	102
O=c1cc(COc2ccccc2[N+](=O)[O-])nc2sccn12	-21	?	101	106
CC(C)c1ccc(NC(=S)NNc2ccc(Cl)c(C(=O)O)c2)cc1	-99	?	96	98
Cc1cccc(CSc2nnc(CCNC(=O)OC(C)(C)C)o2)c1	-14	?	98	103
CCCNC(=O)Nc1nc2ccccc2s1	-46	?	101	102
O=C(Nc1ccc(Oc2cccc(C(F)(F)F)c2)nc1)c1ccccc1	-3	?	129	141
O=C(Nc1ccc(Cl)cc1)N1CCN(Cc2ccc3c(c2)OCO3)CC1	-3	?	99	95
O=c1cc(C(F)(F)F)[nH]c2ccccc12	8	?	102	106
COC(=O)c1ccc(C23CC4(C2)[C@H](CN(CC2CCCCC2)[C@@H]4c2ccccc2)C3c2ccc(Cl)nc2)cc1 (stereo not given in full)	-42	?	99	99
COc1ccc2c(c1)c(C(=O)CN1CCc3ccccc3C1)c(C)n2C	-27	?	99	97
CC(C)c1nc(SCC(=O)c2c[nH]c3ccccc23)n[nH]1	-8	?	100	99
COC(=O)c1cc(=O)n(-c2c(Cl)cc(C(F)(F)F)cc2Cl)[nH]1	-6	?	100	103
CN(CCCC[C@H](CNCc1ccc(-c2ccccc2)cc1)N1C[C@H](c2ccccc2)N(CCc2ccc(Cl)c(Cl)c2)C(=O)C1=O)Cc1ccc(-c2ccccc2)cc1	61*	?	103	104
COc1cccc(C(=O)C2CCCN(Cc3c(C)n(C)n(-c4ccccc4)c3=O)C2)c1 (stereo not given)	3	?	92	88
CC(SCC(=O)O)c1nc2ccccc2[nH]1 (stereo not given)	-22	?	99	103
CC1=C(c2ccccc2)C(=S)NC(C)(C)C1	-146	?	104	99
C/C(=N/NC(=O)CN1CCN(Cc2ccccc2)CC1)c1ccc([N+](=O)[O-])cc1	-11	?	103	108
CC(=O)Nc1sc(N/N=C/c2ccc(C)cc2)nc1-c1ccc(C)cc1	-38	?	99	96
CC(CC(=O)O)CC(=O)Nc1cc(C(F)(F)F)cc(C(F)(F)F)c1 (stereo not given)	21	?	90	79
O=C(Nc1ccc(S(=O)(=O)Nc2ncccn2)cc1)C1=NN(c2ccccc2)C(=O)CC1	-62	?	101	101
CCc1ccc(NC(=O)C[n+]2cc(-c3ccc(C)cc3)n3c2CCC3)cc1	-13	?	105	105
The results go on.
SMILES	Mcl1-Bid inh	RGS7-Gao reg	RGS8-Gao	RGS4-Gao reg
COC(=O)/C=C1\NCCNC1=O	-37	?	100	91
CCC1(C)Cc2ccccc2-c2nc(NCCCO)[nH]c(=O)c21 (stereo not given)	22	?	96	85
Cc1ccc(-c2cc(-c3c(C)nn(C)c(=O)c3N)[nH]n2)cc1	8	?	96	104
Cc1nnc(N/N=C/c2c[nH]c3ccccc23)[nH]c1=O	-23	?	102	103
O=C1Nc2ccccc2/C1=C/c1cnc(-c2ccccc2)[nH]1	9	?	97	100
Cn1c(COc2cccc3ccccc23)nnc1SCC(=O)OC1CCCCC1	-25	?	101	103
C#CCn1c(=NC(=O)c2ccco2)sc2cccc(Cl)c21	-19	?	100	99
COc1ccc(C2/C=C\CN(C(=O)C3CCCCC3)CC(=O)N2Cc2ccc(F)cc2)cc1 (stereo not given)	-45	?	90	82
CSc1cccc(NC(=S)N(CCC(C)C)C(C)c2ccncc2)c1 (stereo not given)	-146	?	96	97
COc1ccc2[nH]c(=O)c(CN(C(=O)c3cccnc3)c3ccc(C)cc3C)cc2c1	10	?	99	94
O=C(Nc1ccc(S(=O)(=O)N2CCOCC2)cc1)c1cc(-c2ccccc2O)n[nH]1	37	?	101	101
CCOC(=O)c1nnn2c1nc(N1CCOCC1)c1ccccc12	6	?	84	105
CN(Cc1ccccc1)C(=O)C1CCCN1S(=O)(=O)c1ccc2c(c1)n(C)c(=O)c(=O)n2C (stereo not given)	-7	?	101	102
CCCNC(=O)c1ccc2c(=O)c(O)c(-c3ccc(C)cc3)[nH]c2c1	-96	?	84	76
CNc1ncc(-c2nnnn2-c2ccccc2)c(-c2ccccc2)n1	-7	?	105	109
COc1ccc(C(CC(=O)N2CCCC2)c2c(OC)cc(OC)c3c(-c4ccccc4)cc(=O)oc23)cc1 (stereo not given)	-111	?	101	101
O=C(CSc1nc2cc(Cl)c(Cl)cc2[nH]1)c1ccc2c(c1)OCO2	16	?	101	99
CCC1=C2CC[C@H]3C(=O)N(CC(=O)OC)C(=O)[C@H]3[C@H]2[C@@]2(C)C(=NCC(=O)OC)OC(=O)N2C1=O	-2	?	105	107
O=C(O)c1ccccc1C(=O)NCCc1c(C(=O)O)[nH]c2ccc(Cl)cc12	-36	?	104	103
O=c1[nH]c2ccc(NC(=S)NCc3ccccc3)cc2[nH]1	-114	?	103	107
C/C=C(/C)C(=O)Nc1cccc(C2=NOC3(C2)C[C@@H](C(N)=O)N(C(=O)CC(c2ccccc2)c2ccccc2)C3)c1 (stereo not given in full)	-15	?	99	103
COc1cc(C2NC(=S)NC(C)=C2C(=O)Nc2cc(C)cc(C)c2)ccc1O (stereo not given)	-151	?	100	102
COc1ccccc1-n1c(SCC(=O)OC(C)C)nc2cccnc21	-25	?	106	106
Cc1nccnc1Sc1ccccc1	-19	?	101	102
Cn1cnc2c1c(=O)[nH]c(=O)n2C	-32	?	100	102
(next part)
SMILES	Mcl1-Bid inh	RGS7-Gao reg	RGS8-Gao	RGS4-Gao reg
C=C1SC(Nc2c(C)cccc2C)=NC12CCCCC2	4	?	104	98
O=C(/C=C/c1cc([N+](=O)[O-])ccc1OC(F)F)Nc1cccc([N+](=O)[O-])c1	-10	?	104	104
COC(C[C@@H]1O[C@H]1[C@@H](O)COCc1ccccc1)OC	-22	?	100	104
CCN(CC)C(=O)Cn1c(=O)oc2ccccc21	-16	?	99	99
Nc1nccc(-c2nn(-c3ccc(Cl)cc3)ccc2=O)n1	-13	?	100	99
Cn1c(=O)c2c(nc(N3CCOCC3)n2C/C=C/c2ccccc2)n(C)c1=O	6	?	95	93
CCOC(=O)c1c(NC(=O)Nc2ccc(F)cc2)sc2c1CCN(C)C2	-17	?	98	97
Cc1ccc(S(=O)(=O)N2CCC(C(=O)OC(C)C(=O)NC(N)=O)CC2)cc1C (stereo not given)	-43	?	98	94
O=C(N/N=C/c1ccccn1)c1ccc2nc[nH]c2c1	-4	?	96	96
CCOc1ccc(NC(=O)C(=O)N/N=C/c2cccnc2)cc1	-22	?	103	103
CCOC(=O)CNc1nc(Cl)nc(N2CCCCC2)n1	2	?	99	103
Cc1nn(CCC#N)c(C)c1Oc1ccccc1O	-39	?	101	102
CC(C)C(=O)NC(CC(=O)O)c1ccccc1 (stereo not given)	-9	?	100	105
O=C(O)c1cc([N+](=O)[O-])ccc1NCCc1ccccc1	-7	?	100	100
Cc1cccc(NC(=O)Nc2ccccn2)c1C	-14	?	101	108
CC(C)c1ccc(N)c(S(=O)(=O)O)c1	4	?	100	100
Cn1nc(NC(=O)CC23CC4CC(CC(C4)C2)C3)c2c(F)cccc21	-9	?	100	98
CCC(C)[C@@H](N)C(=O)N/N=C/c1cccc2nccnc12 (stereo not given in full)	-18	?	101	103
O=C(N/N=C\c1cn[nH]c1-c1ccc(Cl)cc1)c1cccs1	-1	?	100	106
Cc1ccc(NC(=O)C2CC(=O)N(Cc3ccco3)C2)cc1 (stereo not given)	-17	?	96	86
CCOC(=O)Cc1csc(NC(=S)NC(=O)c2cc(OC)c(OC)c(OC)c2)n1	-51	?	101	95
CN(C)/C=C/C(=O)c1ccc(F)cc1F	-25	?	103	102
O=C1CCC/C1=C/Nc1cccc(F)c1	-48	?	102	101
C/C(=N\NC(=S)Nc1ccc(C)cc1)c1cc2ccccc2o1	-192	?	103	100
O=C(Nc1ccc(S(=O)(=O)NC2=NCCCCC2)cc1)c1ccc(C(F)(F)F)cc1	-16	?	101	101

At a glance, part of the list above:
SMILES	Mcl1-Bid inh	RGS7-Gao reg	RGS8-Gao	RGS4-Gao reg
C=C1SC(Nc2c(C)cccc2C)=NC12CCCCC2	4	?	104	98
O=C(/C=C/c1cc([N+](=O)[O-])ccc1OC(F)F)Nc1cccc([N+](=O)[O-])c1	-10	?	104	104
COC(C[C@@H]1O[C@H]1[C@@H](O)COCc1ccccc1)OC	-22	?	100	104
CCN(CC)C(=O)Cn1c(=O)oc2ccccc21	-16	?	99	99
Nc1nccc(-c2nn(-c3ccc(Cl)cc3)ccc2=O)n1	-13	?	100	99
Cn1c(=O)c2c(nc(N3CCOCC3)n2C/C=C/c2ccccc2)n(C)c1=O	6	?	95	93
CCOC(=O)c1c(NC(=O)Nc2ccc(F)cc2)sc2c1CCN(C)C2	-17	?	98	97

(list continues)
SMILES	Mcl1-Bid inh	RGS7-Gao reg	RGS8-Gao	RGS4-Gao reg
COC(=O)Nc1cc(C)n(-c2ccccc2)n1	-11	?	104	104
CCc1nc2sc(C(=O)O)c(N)c2c2c1CCCC2	5	?	103	98
COCCNC(=O)c1c(N)n(/N=C/c2ccc(F)cc2)c2nc3ccccc3nc12	-8	?	99	96
COc1ccc(NC(=O)Nc2nc(C)cc(C)n2)c(OC)c1	-7	?	82	68
N#C/C(=C(/O)C(Cl)(Cl)Cl)c1nc2ccccc2[nH]1	9	?	99	96
NNC(=S)NC1CCCCCCCCCCC1	-62	?	98	100
Nc1ccc2nc3c(=O)n(C4CCCCC4)c(=O)[nH]c3nc2c1	-91	?	99	101
O=S(=O)(O)c1ccc(N=Nc2ccccc2)cc1	-12	?	105	102
CS(=O)(=O)CC(=O)Nc1ccc2nc3n(c(=O)c2c1)CCCCC3	49	?	101	99

Reformatted with values under each structure: 2 of the compounds above
Values in the order – Mcl1-Bid inh | RGS7-Gao reg | RGS8-Gao | RGS4-Gao reg
- COC(=O)Nc1cc(C)n(-c2ccccc2)n1
→ -11 | ? | 104 | 104
- COc1ccc(NC(=O)Nc2nc(C)cc(C)n2)c(OC)c1
→ -7 | ? | 82 | 68

Bioassay records deposited in PubChem BioAssay by several laboratories.

Some of the compounds tested (hit frequency here may not be typical).
